# Screens (PubChem BioAssay)
# OX1R antag-1 – antagonists of human orexin 1 receptor (OX1R); OX1R-expressing cells, FRET antagonist read-out; inhibition, % at 6.6 µM; 330,000 tested, 1.8% active; AID 485270, 2010; in the data active means inhibition mostly above about 38%, no sharp cut-off; inactive means mostly below about 40%;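 further: 0% = agonist challenge alone and 100% = reference antagonist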
# Target sequence (O43613 whole entry, looked up): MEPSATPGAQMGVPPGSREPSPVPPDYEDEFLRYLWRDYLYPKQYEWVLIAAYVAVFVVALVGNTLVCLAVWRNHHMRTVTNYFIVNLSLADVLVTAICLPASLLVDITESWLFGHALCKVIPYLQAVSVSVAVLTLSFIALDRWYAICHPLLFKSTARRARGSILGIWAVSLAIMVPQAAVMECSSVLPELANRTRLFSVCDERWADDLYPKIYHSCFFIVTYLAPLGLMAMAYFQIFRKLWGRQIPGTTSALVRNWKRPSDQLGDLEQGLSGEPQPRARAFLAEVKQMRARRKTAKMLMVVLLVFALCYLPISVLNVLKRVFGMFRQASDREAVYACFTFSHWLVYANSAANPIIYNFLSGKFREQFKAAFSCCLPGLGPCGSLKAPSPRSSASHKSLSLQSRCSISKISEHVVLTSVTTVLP
# OX1R antag-2 – OX1R (HCRTR1) antagonists, primary screen, fluorescence, CHO/OX1R cells, Fluo-8 calcium, orexin A; Fluo-8 calcium fluorescence; inhibition, % at 5 µM; 330,000 tested, 0.43% active; AID 434989, 2010;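 active means inhibition above its plate's threshold, mean inhibition of all tested compounds on the plate plus 3 SD, cut at about 37% in these data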;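 further: 0% = orexin A challenge wells and 100% = SB-334867-A antagonist wells; not every result past the cut was called active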
# * hit, by the source's call.
nr | Structure | OX1R antag-1 | OX1R antag-2
1 | Cc1sc2nc(SCC(=O)NCCO)n(-c3ccccc3)c(=O)c2c1C | 28 | -23
2 | COCc1cc(C)nc(Nc2ccccc2OC)c1C#N | 6 | -30
3 | CC(NC(=O)Cc1c(F)cccc1Cl)C1CCCO1 (configuration not stated) | 19 | -6
4 | c1ccc(-n2ncc3c(NC4CCCCCC4)ncnc32)cc1 | 19 | -32
5 | CC(=O)N1CCOc2ccc(S(=O)(=O)N3CCC(C(=O)Nc4cc(C)cc(C)c4)CC3)cc21 | 10 | -31
6 | O=C(Cn1c(=O)[nH]c2ccsc2c1=O)NC1CCCCCC1 | 5 | -12
7 | O=C(Nc1cccc(NC(=O)c2ccco2)c1)c1ccc([N+](=O)[O-])cc1 | 33 | -5
8 | COc1ccc(C)cc1S(=O)(=O)NC1CCCCCC1 | 18 | -7
9 | Cc1cc(C)n(CC(O)CN2c3ccccc3Sc3ccccc32)n1 (configuration not stated) | 6 | -6
10 | O=c1ccc(-c2ccccc2)no1 | 23 | -6
11 | CCOC(=O)C1CCN(S(=O)(=O)c2ccc(Cl)cc2OC)CC1 | 5 | -7
12 | COc1cccc(-c2cc(C(F)(F)F)n3nc(C(=O)N4CCCCC4c4cccnc4)cc3n2)c1 (configuration not stated) | 13 | -22

# Later entries:
nr | Structure | OX1R antag-1 | OX1R antag-2
13 | COC(=O)c1sccc1NC(=O)c1ccccc1F | 8 | -17
14 | CCOC(=O)c1c(NC(=O)/C=C/c2ccco2)sc(C)c1C | 4 | -12
15 | CCc1cc2c(=O)[nH]c(N3CCCC3)nc2s1 | 25 | -4
16 | CCN(c1cccc(C)c1)S(=O)(=O)c1ccc(-c2ccc(=O)[nH]n2)o1 | 8 | 6
17 | Cc1ccc(C(=O)O)cc1-n1c(C)cc(C=O)c1C | 23 | 4
18 | CC(=O)N1N=C(c2cccc(NS(C)(=O)=O)c2)CC1c1ccc2c(c1)OCO2 (configuration not stated) | 19 | -7
19 | O=C(CN(C(=O)CCC(=O)Nc1nccs1)c1cccc(F)c1)NCCc1ccccc1 | 25 | -8
20 | COCCN(CCOC)Cc1c(O)ccc2c1O/C(=C\c1ccc(C)o1)C2=O | 8 | -9
21 | COc1ccc(NC2=CC(c3ccc(OC)c(OC)c3)N(c3ccc(OC)cc3)C2=O)cc1 (configuration not stated) | 19 | -21
22 | CCCN1CCN(C(=S)NCc2ccc(Cl)cc2)CC1 | 3 | -16
23 | CS(=O)(=O)N1N=C(c2ccc(Br)cc2)CC1c1ccc2c(c1)OCO2 (configuration not stated) | 8 | -14
24 | O=C1C2C3C=CC(C3)C2C(=O)N1c1cccc(N2C(=O)C3C4C=CC(C4)C3C2=O)n1 (configuration not stated) | 18 | -11

# Structural class: those above with an NH in an aromatic ring
nr | Structure | OX1R antag-1 | OX1R antag-2
6 | O=C(Cn1c(=O)[nH]c2ccsc2c1=O)NC1CCCCCC1 | 5 | -12
15 | CCc1cc2c(=O)[nH]c(N3CCCC3)nc2s1 | 25 | -4
16 | CCN(c1cccc(C)c1)S(=O)(=O)c1ccc(-c2ccc(=O)[nH]n2)o1 | 8 | 6

# (continued)
nr | Structure | OX1R antag-1 | OX1R antag-2
25 | NNC(=O)c1nc(Cl)c(Cl)c(N)c1Cl | 25 | -13
26 | N#CCCN(C(=O)COC(=O)CNC(=O)c1ccc(-c2ccccc2)cc1)c1ccc(F)cc1 | 11 | -16
27 | Cc1ccc(CN2CC(=O)N3[C@H]4c5cc(Cl)ccc5OC[C@@H]4[C@H](c4ccccc4)[C@]3(C)C2=O)cc1 | 8 | -2
28 | Cc1c(Cl)cccc1NC(=S)NCCC(C)C | 8 | -9
29 | O=C(CNS(=O)(=O)c1ccc(Br)s1)N1CCN(C(=O)c2ccco2)CC1 | 6 | -11
30 | Cc1ccc(S(=O)(=O)N2CCCCC2)cc1C(=O)N(C)CC(=O)Nc1cccc(F)c1 | 18 | -34
31 | CN(CC(=O)Nc1ccccc1Cl)C(=O)COC(=O)C1CCN(c2ccc(C(F)(F)F)cn2)CC1 | 14 | -34
32 | O=C1CC2CS(=O)(=O)CC2N1C1CCCCC1 (configuration not stated) | 13 | 0
33 | COc1ccccc1N1CCN(CC(=O)N2CCCC2)CC1 | 5 | -12
34 | COc1ccc(CCNC(=O)c2cc(S(=O)(=O)N(C)C)ccc2N2CCCC2)cc1OC | 5 | -64
35 | C[C@@H]1CN([C@H](C)CO)C(=O)c2cc(NC(=O)Nc3ccc(C(F)(F)F)cc3)ccc2O[C@H]1CN(C)S(=O)(=O)c1cccs1 | 0 | -3
36 | Cc1ccc2c(c1)C1CN(C)CCC1N2C(=O)c1ccccc1NS(=O)(=O)c1ccc(F)cc1C (configuration not stated) | 18 | -19

# Next section:
nr | Structure | OX1R antag-1 | OX1R antag-2
37 | COC(=O)CCC(=O)OC1(C)C(=O)C2=CN(CCc3ccccn3)C(c3ccc(OC)cc3)=CC2=C(Br)C1=O (configuration not stated) | 22 | -21
38 | O=C(Nc1ccc(S(=O)(=O)Nc2nccs2)cc1)c1ccc(F)cc1 | 14 | -6
39 | OCCN1CCN(c2ncnc3c2sc2nc(N4CCOCC4)c4c(c23)CCC4)CC1 | 12 | -8
40 | O=C(CN1C(=O)NC2(CCCCC2)C1=O)NCCCSc1ccccc1 | 2 | -2
41 | CC1(c2ccc(Cl)cc2)NC(=S)N2C1NC(=S)N2c1ccccc1 (configuration not stated) | 24 | -9
42 | Cc1ccccc1-c1nnn(CC(=O)Nc2ccc3c(c2)OCCO3)n1 | 3 | -1
43 | COc1ccc(S(=O)(=O)NCCCn2ccnc2)cc1Cl | 13 | -22
44 | Nc1cc(N)nc(SCc2ccc(Cl)cc2)n1 | -1 | -11
45 | O=C(Nc1ccc2ccccc2c1)c1ccccc1F | 2 | -20
46 | Cc1cc(NC(=O)CN2C(=O)N(C)C3(CCCCC3)C2=O)ccc1Br | 11 | -14
47 | O=CC1=C(N2CCOCC2)/C(=C\c2ccccc2)CC1 | 11 | -1
48 | CC(=O)N(c1nnc(-c2cccc(C)c2)s1)C1CCCC1 | 3 | -31

# Following part
nr | Structure | OX1R antag-1 | OX1R antag-2
49 | CCNc1nc(CN2CCOCC2)nc2sc3c(c12)CCC3 | 13 | -16
50 | CC(C)C(=O)Nc1cccc(NC(=O)c2ccc(Cl)cc2Cl)c1 | 18 | -24
51 | CC(C)C(=O)Nc1cc2c3c(c1)CCN3C(=O)CC2 | 11 | 5
52 | O=C(c1ccc(F)cc1Cl)N1CCN(S(=O)(=O)c2cccs2)CC1 | 19 | -9
53 | COc1ccc(CN(Cc2ccc(C(=O)O)cc2)C(=S)Nc2ccc(C)cc2)cc1OC | 12 | 5
54 | CCSc1ccccc1C(=O)NC1CCCCC1 | 2 | -9
55 | Cc1ccc(NC(=O)CSc2nnc(-c3ccccc3Br)o2)cc1C | 1 | -14
56 | CCNC(=O)C(=O)NCC(c1cccs1)S(=O)(=O)c1ccc(C)cc1 (configuration not stated) | 19 | -25
57 | O=S(=O)(NCC(c1cccnc1)N1CCOCC1)c1cccs1 (configuration not stated) | 12 | -3
58 | Cc1nc(N2CCCCC2)nc(N2CCCCC2)c1C=O | 9 | -18
59 | O=C(NCCc1csc(-c2ccccc2)n1)c1c(F)cccc1Cl | 50 | -13
60 | CC(C)(C)c1cc(CCC(=O)NNC(=S)NC(=O)c2ccccc2)cc(C(C)(C)C)c1O | -3 | -2

# Next part
nr | Structure | OX1R antag-1 | OX1R antag-2
61 | O=C(NCc1cccnc1)C(=O)NCC1OCCN1S(=O)(=O)c1ccc(F)cc1 (configuration not stated) | 7 | -5
62 | COc1ccc(OC)c(-c2csc(N(Cc3ccco3)C(=O)c3ccco3)n2)c1 | 20 | -9
63 | CCOc1ccc(NC(=O)CC2C(=O)Nc3ccccc3N2C(=O)c2ccccc2)cc1 (configuration not stated) | 16 | -22
64 | CCn1c(C)nc2cc(C(=O)N/N=C/c3ccc(O)cc3)ccc21 | 9 | -6
65 | CCCN(C(=O)c1cnccn1)c1c(N)n(Cc2ccccc2)c(=O)[nH]c1=O | 8 | 0
66 | Cc1ccc(Cn2c(SCC(=O)Nc3cc(C)on3)nc3ccccc3c2=O)cc1 | 27 | -29
67 | O=C(NCc1ccc2c(c1)OCO2)c1ccc(Br)cc1 | 2 | -9
68 | COc1ccc(NC(C#N)c2ccccc2OCc2ccccc2)cc1 (configuration not stated) | 1 | -7
69 | COc1cccc(N2CC(C)Cn3c2nc2c3c(=O)n(CCN3CCOCC3)c(=O)n2C)c1 (configuration not stated) | 7 | -15
70 | COc1ccc2oc(C(=O)OC(C)C(=O)NC3(C#N)CCCCC3)c(C)c2c1 (configuration not stated) | 5 | -30
71 | Cc1ccc(-n2nnnc2SCC(=O)NNC(=O)c2ccco2)c(C)c1 | 24 | -4
72 | COc1ccc(CCNC(=O)C(NC(=O)OCc2ccccc2)C(C)C)cc1OC (configuration not stated) | 8 | -29

# Filtered by structure: the entries above containing bromine
nr | Structure | OX1R antag-1 | OX1R antag-2
23 | CS(=O)(=O)N1N=C(c2ccc(Br)cc2)CC1c1ccc2c(c1)OCO2 (configuration not stated) | 8 | -14
29 | O=C(CNS(=O)(=O)c1ccc(Br)s1)N1CCN(C(=O)c2ccco2)CC1 | 6 | -11
37 | COC(=O)CCC(=O)OC1(C)C(=O)C2=CN(CCc3ccccn3)C(c3ccc(OC)cc3)=CC2=C(Br)C1=O (configuration not stated) | 22 | -21
46 | Cc1cc(NC(=O)CN2C(=O)N(C)C3(CCCCC3)C2=O)ccc1Br | 11 | -14
55 | Cc1ccc(NC(=O)CSc2nnc(-c3ccccc3Br)o2)cc1C | 1 | -14
67 | O=C(NCc1ccc2c(c1)OCO2)c1ccc(Br)cc1 | 2 | -9

# (next part)
nr | Structure | OX1R antag-1 | OX1R antag-2
73 | Cc1cc(=O)oc2c3c(ccc12)OC/C3=N/N | 1 | -14
74 | COc1ccc(N(CC(=O)NCCC2=CCCCC2)S(=O)(=O)c2c(C)[nH]c(=O)[nH]c2=O)cc1 | 20 | 0
75 | CCCCCCSc1ccc([C@H]2N[C@@](CC(C)C)(C(=O)OC)[C@H]3C(=O)N(C)C(=O)[C@@H]23)cc1 | 12 | -24
76 | CC1CCC(NC(=O)C2CCN(S(=O)(=O)c3cccc4nonc34)CC2)CC1 (configuration not stated) | 35 | -19
77 | COc1cc(C(CCN2CCN(c3ccccc3)CC2)c2c(OC)cc(OC)c3c(C)cc(=O)oc23)cc(OC)c1OC (configuration not stated) | 32 | -34
78 | NCCCC[C@@H](C(=O)N1CCNCC1)n1cc([C@@H](N)CO)nn1 | 4 | -3
79 | O=C(CNC(=O)C(c1ccccc1)c1ccccc1)N/N=C/c1ccc(O)cc1O | 4 | 7
80 | Cc1cc(=O)[nH]c(SCC(=O)N2CCN(C(c3ccccc3)c3ccccc3)CC2)n1 | 23 | -25
81 | CN(CC(=O)NCc1ccncc1)S(=O)(=O)c1ccc(Br)cc1 | 10 | -31
82 | O=C(O)C1CC1c1ccc(Br)cc1 (configuration not stated) | 9 | -4
83 | COc1ccc(S(=O)(=O)N2CCC(C(=O)Nc3nccs3)CC2)cc1 | -3 | 14
84 | CC1CCN(C(=O)COC(=O)c2cccc(S(=O)(=O)N(C)c3ccccc3)c2)CC1 | 16 | 1

# Following part
nr | Structure | OX1R antag-1 | OX1R antag-2
85 | Cc1ccc(NC(=O)C2CC(=O)N(CCc3ccccc3)C2)cc1Cl (configuration not stated) | 7 | -14
86 | COc1ccc(C(=O)COC(=O)c2cncc(Br)c2)cc1 | 6 | -13
87 | COc1cc(CN(C2CCCCC2C)S(=O)(=O)c2ccc(S(=O)(=O)NC3CC3)cc2)cc(OC)c1OC (configuration not stated) | 37 | -4
88 | COc1ccc(S(=O)(=O)N(CCc2ccccc2)CC(=O)N2CCOCC2)cc1 | 8 | -16
89 | CCOC(=O)c1c(CN2CCN(CC#N)CC2)n(C)c2cc(Br)c(OC)cc12 | 2 | -23
